Source: PubChem BioAssay
TDP1 block = qHTS Assay for Inhibitors of Tyrosyl-DNA Phosphodiesterase (TDP1); Tyrosyl-DNA phosphodiesterase 1 (Homo sapiens), Q9NUW8; recombinant TDP1, AlphaScreen DNA substrate cleavage; Potency, µM (doses to about 130 µM), for inactives: top-dose activity change, negative = inhibition, most hits filed as inhibitors; actives 0.28% (n = 350,000); further: nearly all actives have a fitted effect of over 40% in size
Target sequence (Q9NUW8 whole entry, looked up): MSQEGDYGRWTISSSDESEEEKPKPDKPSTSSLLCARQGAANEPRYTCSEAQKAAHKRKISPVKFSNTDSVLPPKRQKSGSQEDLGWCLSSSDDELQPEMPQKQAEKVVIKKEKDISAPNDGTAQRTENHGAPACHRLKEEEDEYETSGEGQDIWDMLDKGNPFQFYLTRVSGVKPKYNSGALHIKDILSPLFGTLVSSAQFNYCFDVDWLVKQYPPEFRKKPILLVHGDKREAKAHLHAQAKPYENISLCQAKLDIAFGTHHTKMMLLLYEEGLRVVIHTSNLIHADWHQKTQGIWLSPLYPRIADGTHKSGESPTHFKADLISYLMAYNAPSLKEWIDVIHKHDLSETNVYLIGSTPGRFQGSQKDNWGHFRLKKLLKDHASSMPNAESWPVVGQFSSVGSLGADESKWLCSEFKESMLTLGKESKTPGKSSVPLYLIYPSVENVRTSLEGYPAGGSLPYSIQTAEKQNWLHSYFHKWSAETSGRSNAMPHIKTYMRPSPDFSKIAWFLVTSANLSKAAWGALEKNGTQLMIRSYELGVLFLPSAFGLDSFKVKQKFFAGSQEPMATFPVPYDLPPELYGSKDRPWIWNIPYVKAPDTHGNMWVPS
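AlphaScreen read-out: signal falls as enzyme removes the 3' tyrosine-FITC from a 5'-biotinylated DNA oligo (15 nM, 5 min, RT). Enzyme was E. coli-made recombinant Tdp1 at 1 nM, exposed to compound for 15 min beforehand; beads 10 ug/ml, 10 min.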
FEN1 inhibitor = qHTS Assay for the Inhibitors of Human Flap endonuclease 1 (FEN1); Recombinant FEN1 flap cleavage, fluorescence, 15 min; Potency, µM (highest dose often 114 µM), for the others: at the highest dose activity change, negative = inhibition, usual class: inhibitors; actives 0.35% (n = 390,000); further: nearly all actives have a fitted effect of over 65% in size
Target sequence (P39748 whole entry, looked up): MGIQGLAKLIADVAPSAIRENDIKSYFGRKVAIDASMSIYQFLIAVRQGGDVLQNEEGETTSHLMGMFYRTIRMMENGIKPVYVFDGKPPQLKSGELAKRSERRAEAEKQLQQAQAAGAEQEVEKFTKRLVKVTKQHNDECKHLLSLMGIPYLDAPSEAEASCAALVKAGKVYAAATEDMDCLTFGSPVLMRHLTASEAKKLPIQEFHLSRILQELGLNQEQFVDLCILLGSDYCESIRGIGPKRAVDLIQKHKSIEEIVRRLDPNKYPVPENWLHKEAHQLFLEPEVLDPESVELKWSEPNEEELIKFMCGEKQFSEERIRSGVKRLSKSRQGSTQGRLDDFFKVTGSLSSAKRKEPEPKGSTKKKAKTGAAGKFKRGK
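Read-out was taken twice, immediately and after 15 min, following addition of 50 nM substrate to 10 nM FEN1 that had sat with test compound for 15 min at room temperature. Curves came from a four-parameter Hill model.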
N370S GC mod = qHTS Assay for Inhibitors and Activators of N370S glucocerebrosidase as a Potential Chaperone Treatment of Gaucher Disease; Lysosomal acid glucosylceramidase (Homo sapiens), P04062; N370S GC spleen homogenate, 4MU-glucoside fluorescence; Potency, µM (titrated, usually from 59.4 µM), for the others: at the top dose activity change, negative = inhibition, usual class: inhibitors; actives 0.092% (n = 330,000);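 further: 0% = full enzyme activity and -100% = no enzyme basal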
* = called active by the depositor; ? = inconclusive; . = no result given; & = joins results of further samples; [ ] = dose if it differs, or a comment. The call rests on the fitted dose curve; in most records, active means well fitted curve in the direction sought with a large enough effect; inconclusive means small, poorly fitted or top-dose-only effect, or another doubt; inactive means no such curve, though single readings can be large; an effect the other way counts as inactive or inconclusive. Unless noted, on the % scale 0 is the no-effect control and ±100 the full control effect; potency means the concentration at half of the fitted maximal effect.

| TDP1 block | FEN1 inhibitor | N370S GC mod | Compound |
| --- | --- | --- | --- |
| 4% | -8% | 12% | CC(C)(C)c1ccccc1NC(=S)NCc1ccccc1 |
| 3% | -4% | 7% | Cc1cc(Br)c2nc3c(c(C(=O)O)c2c1)CCCCC3 |
| . | -14% | -2% | CCCCNC(=O)N1CCCN(c2ccc(C#N)cn2)CC1 |
| 1% | 9% | -5% | S=C(NCCN1CCOCC1)Nc1ccc(-c2nc3ccccc3[nH]2)cc1 |
| 8% | 17% | -9% | Cc1ccc(-c2nnc(SCC(=O)N/N=C/c3ccc(C)s3)n2-c2ccccc2)cc1 |
| 1% | 1% | -3% | O=C(CSc1nnc(CNC(=O)c2ccc(F)cc2)o1)NCC1CCCO1 (stereo not drawn) |
| 2% | -15% | -5% | Nc1nc(SCC(=O)NCCO)nc2sc3c(c12)CCCC3 |
| . | 6% | 1% | Cc1ccc(N=Nc2ccc3ccccc3c2O)cc1 |
| 5% | -4% | 21% | Cc1cccc(Cn2c(N(C)Cc3ccccc3)nc3c2c(=O)[nH]c(=O)n3C)c1 |
| 0% | -6% | . | CCCCC1CCC(C(=O)N2CC(=O)Nc3ccc(Br)cc3C2c2ccc(F)cc2)CC1 (stereo not drawn) |
| 3% | -6% | . | CCOC(=O)C1CCCN(c2c(C(=O)c3ccc(OCC)cc3)cnc3ccccc23)C1 (stereo not drawn) |
| -1% | 0% | . | CCOc1ccc(NC(=O)C2CCCN(c3ccc(Sc4ccc(C)cc4)nn3)C2)cc1 (stereo not drawn) |
| -7% | 11% | -15% | COc1ccccc1CN(C)S(=O)(=O)c1cccs1 |
| 1% | 0% | . | CCCn1nc(C(=O)NC2CC2)c2ccccc2c1=O |
| -7% | -4% | -4% | Cc1sc(-c2ccccn2)nc1OC(=O)c1cccc(Cl)c1Cl |
| 0% | 23% | 3% | N#Cc1cnn2cc(CCN3CCOCC3)c(-c3ccc(F)cc3)nc12 |
| -3% | -6% | 10% | CN(NC1OC(=O)c2ccccc21)c1ncc(Cl)cc1C(F)(F)F (stereo not drawn) |
| 5% | -9% | . | COc1ccc(NC(=O)CSc2nc(-c3ccc(OC)cc3)[nH]c2-c2ccc(OC)cc2)cc1 |
| 6% | 3% | 19% | COC(=O)c1cc(C)sc1NC(=O)CC1Nc2ccccc2NC1=O (stereo not drawn) |
| . | 6% | -1% | O=C(Nc1cccc2ccccc12)c1cccc([N+](=O)[O-])c1 |
| 9%&5% | 3% | 13%&4% | CC(=O)C1=C(C)N(CC2CC2)C(=O)N[C@H]1c1ccc(Br)cc1 |
| 0% | -16% | -12% | COc1ccc(C[C@H]2CN3C(=NC[C@H]3Cc3ccccc3)N2CCNC(=O)CCC2CCCCC2)cc1 |
| -2% | 1% | -3% | COc1ccc(C(=O)COC(=O)CCN2C(=O)C3C4CC(C(Br)C4Br)C3C2=O)cc1 (stereo not drawn) |
| 5% | 7% | 4% | O=C(O)COc1ccc2oc3ccccc3c2c1 |
| 1% | -8% | . | COc1ccc(-c2nnc(C3CCN(S(=O)(=O)c4ccc(C)c(C)c4)CC3)o2)cc1 |
| -6% | 5% | 29% | CCCCc1c(O)nc(SCC(=O)c2ccccc2)[nH]c1=O |
| 3%[0.0935 µM] | 5% | -13% | O=C(c1cccc(F)c1)N1CCN(C(=O)c2cc3nc(-c4ccco4)cc(C(F)(F)F)n3n2)CC1 |
| 6% | 9% | . | COc1ccc(-c2noc(-c3ccc(NCc4ccccc4OC)c([N+](=O)[O-])c3)n2)cc1 |
| 1% | 7% | 4% | O=C(Nc1nccs1)c1cc(S(=O)(=O)N2CCOCC2)c(Cl)cc1Cl |
| 3% | -1% | 15% | O=C(Nc1ccccc1N1CCOCC1)c1ccccc1NS(=O)(=O)c1ccc(F)cc1 |
| . | -14% | -2% | COc1ccc(-c2noc(N3CCC(C(=O)N(C)c4ccccc4)CC3)n2)cc1 |
| 1% | -2% | . | CC(=O)Nc1cccc(C(=O)OCC(=O)NC2CCCCCCC2)c1 |
| . | -3% | -2% | O=C(CN(Cc1ccccc1Cl)C(=O)c1csnn1)NC1CCCC1 |
| -10% | -10% | 17% | CC(C)C(=O)Nc1sc2c(c1C#N)CCCCC2 |
| 0% | 1% | 1% | O=c1[nH]c(CN2CCN(C/C=C/c3ccccc3)CC2)nc2cc(Cl)ccc12 |
| -10% | -13% | 3% | O=S(=O)(c1cccs1)N1CCc2ccccc21 |
| 4% | -2% | 1% | COc1ccccc1NC(=O)Cn1c(=O)n(C)c(=O)c2sc3c(c21)COC(C)(C)C3 |
| 0%[12.3 µM] | -4% | . | Cc1ccc2oc(-c3ccc(NC(=O)c4cccc(F)c4)c(C)c3)nc2c1 |
| . | -16% | -1% | O=C(CCC(=O)Nc1ccc(F)cc1)N/N=C/c1cccnc1 |
| . | 4% | -6% | COC(=O)c1ccccc1NC(=O)CCCCCn1nnc2ccccc2c1=O |
| 2% | -10% | . | Cc1ccc(-n2nc(CO)c(C(=O)NC(C)c3ccccc3)n2)cc1C (stereo not drawn) |
| -5% | 9% | . | O=C(CNC(=O)c1ccccc1F)OC1CCOC1=O (stereo not drawn) |
| 5% | -1% | -18% | COC(=O)N/N=C/c1ccc(-c2cc(Cl)ccc2Cl)o1 |
| 12% | 3% | 2% | O=C(N[C@@H](Cc1c[nH]c2ccccc12)C(=O)O)OCC1c2ccccc2-c2ccccc21 |
| . | -6% | -2% | COc1ccc(S(=O)(=O)Nc2ccc3oc4ncccc4c(=O)c3c2)cc1OC |
| 3% | 2% | 11% | Cc1ccc(S(=O)(=O)N2CCCCCC2)cc1C(=O)Nc1cccnc1 |
| 10% | 6% | 8% | Cc1ccc(S(=O)(=O)NNc2nc3ccccc3nc2C(F)(F)F)cc1 |
| 8% | 1% | 1% | Cc1ccc(-c2nnn(CC(=O)N(Cc3ccco3)C(C(=O)NC(C)(C)C)c3cccs3)n2)o1 (stereo not drawn) |
| 6% | -3% | . | Cc1ccc(-c2[nH]c3ccccc3c2SCCNC(=O)c2ccc(S(=O)(=O)N(C)C)cc2)cc1 |
| . | -16% | -16% | O=C(COC(=O)CCC1CCCC1)Nc1cccc(S(=O)(=O)N2CCOCC2)c1 |
| 0% | 0% | . | COc1cccc2cc(C(=O)OCC(=O)NC3CCCC(C)C3C)c(=O)oc12 (stereo not drawn) |
| 8% | 13% | -15% | COc1ccc(C2CC(=O)Nc3cc(OC)c(OC)cc32)cc1Br (stereo not drawn) |
| 4% | -13% | -8% | O=C(NC1CCCCC1)c1ccc2c(=O)n(CC3CCCO3)c(=O)[nH]c2c1 (stereo not drawn) |
| -5%[12.3 µM] | ? | . | CCn1c2ccccc2c2cc(CN3CCN(Cc4ccccc4F)CC3)ccc21 |
| . | -8% | 8% | COc1cc(C(=O)N2CCc3ccccc32)c([N+](=O)[O-])cc1OC |
| . | -1% | -2% | NC(=O)C1CCN(CC(=O)Nc2ccccc2N2CCOCC2)CC1 |
| 7% | -18% | 10% | COc1ccc(-n2c(Cc3cccn3C)nnc2SCC(=O)Nc2ccc3c(c2)OCCO3)cc1 |
| 1% | 8% | -7% | CC(=O)Nc1cc(C)c2nc(NC(C)=O)sc2c1 |
| 1% | -17% | . | Cc1c(C2=CCN(S(=O)(=O)c3ccc(Br)cc3)CC2)c2ccccc2n1CC(=O)N1CCCC1 |
| 10% | -3% | 3% | O=C(Oc1ccc(/C=N/Nc2ccccc2)cc1)c1ccccc1 |

(listing goes on)
| TDP1 block | FEN1 inhibitor | N370S GC mod | Compound |
| --- | --- | --- | --- |
| 3% | 1% | -7% | CCCn1c(CN(C)Cc2ccccc2)nc2c1c(=O)n(C)c(=O)n2C |
| -7%[0.505 µM] | 0% | 0% | CCN(CC(=O)NC(=O)NCc1ccco1)Cc1ccccc1 |
| . | 1% | -3% | Nc1cc(=O)[nH]c(SCCSc2ccccc2F)n1 |
| 2% | 0% | . | Cc1ccc(S(=O)(=O)N2CCOCC2)cc1NC(=O)Nc1ccc([N+](=O)[O-])cc1 |
| 7% | -16% | -9% | COC(=O)/C(=C/Nc1cccc2ccccc12)[N+](=O)[O-] |
| -4% | 17% | -8% | CCCNC(=O)C1CCN(c2cc(-c3ccccc3)nc3ncnn23)CC1 |
| 2% | -6% | . | Cc1cccc2nc(C(=O)Nc3cccc(C(=O)NC4CC4)c3)cn12 |
| 7% | 8% | -15% | Cc1cnc(CN(C)C(=O)c2ccc3oc(Cc4ccc(Cl)cc4)nc3c2)[nH]1 |
| 3% | 14% | 10% | Cc1cc(C)cc(NC(=O)Nc2ccc3c(c2)CCC3)c1 |
| 2% | -6% | 6% | C=CCNC(=O)/C(=C\C=C\c1ccccc1)NC(=O)c1ccc(OCCCC)cc1 |
| 1% | 2% | -1% | CC1CC(C)CN(c2nc3c(c(=O)n(C)c(=O)n3C)n2CCSc2ncccn2)C1 (stereo not drawn) |
| 7% | ? | 22% | N#Cc1c(N)n(CCOC(=O)c2cccc([N+](=O)[O-])c2)c2nc3ccccc3nc12 |
| 3% | 7% | 2% | CS(=O)(=O)c1ccc(C(=O)NC2CCCCC2)cc1 |
| 1% | -3% | 8% | COC(=O)c1ccc(-c2ccc(OC)c([C@H]3[C@H]4C=CC[C@@H](C)[C@@H]4C(=O)N3Cc3ccccc3)c2)cc1 |
| 5% | 3% | 2% | CCS(=O)(=O)c1ccc2c(c1)NC(=O)C(CCO)O2 (stereo not drawn) |
| 1% | 1% | . | COc1ccccc1CNC(=O)c1cccc(S(=O)(=O)N(C)c2ccccc2)c1 |
| . | -3% | 2% | Cn1c(/C=C/c2ccc(Br)cc2)nc2ccccc2c1=O |
| -7%[0.505 µM] | 8% | -3% | CC(=O)N1CCN(S(=O)(=O)c2cccc(C(=O)N(Cc3ccccc3)c3cccc(C)c3)c2)CC1 |
| -10%&6% | -13%&10% | -2% | CCOC(=O)c1cccc(NC(=O)CCn2c(=O)oc3ccccc32)c1 |
| 3% | -15% | 10% | CCOC(=O)c1c(C)[nH]c(C(=O)OCCOc2ccc(Cl)cc2)c1C |
| 0% | -1% | . | O=C(COC(=O)c1ccccn1)NC(=O)c1ccccc1 |
| 3% | 79µM* | -3% | O=C1NC(=S)S/C1=C\c1ccc(SCc2ccccc2)o1 |

Not a retest: entries from further up.
| TDP1 block | FEN1 inhibitor | N370S GC mod | Compound |
| --- | --- | --- | --- |
| 8% | 13% | -15% | COc1ccc(C2CC(=O)Nc3cc(OC)c(OC)cc32)cc1Br (stereo not drawn) |
| 4% | -13% | -8% | O=C(NC1CCCCC1)c1ccc2c(=O)n(CC3CCCO3)c(=O)[nH]c2c1 (stereo not drawn) |
| -5%[12.3 µM] | ? | . | CCn1c2ccccc2c2cc(CN3CCN(Cc4ccccc4F)CC3)ccc21 |
| . | -8% | 8% | COc1cc(C(=O)N2CCc3ccccc32)c([N+](=O)[O-])cc1OC |
| . | -1% | -2% | NC(=O)C1CCN(CC(=O)Nc2ccccc2N2CCOCC2)CC1 |
| 7% | -18% | 10% | COc1ccc(-n2c(Cc3cccn3C)nnc2SCC(=O)Nc2ccc3c(c2)OCCO3)cc1 |
| 1% | 8% | -7% | CC(=O)Nc1cc(C)c2nc(NC(C)=O)sc2c1 |
| 1% | -17% | . | Cc1c(C2=CCN(S(=O)(=O)c3ccc(Br)cc3)CC2)c2ccccc2n1CC(=O)N1CCCC1 |
| 10% | -3% | 3% | O=C(Oc1ccc(/C=N/Nc2ccccc2)cc1)c1ccccc1 |
| 3% | 1% | -7% | CCCn1c(CN(C)Cc2ccccc2)nc2c1c(=O)n(C)c(=O)n2C |
| -7%[0.505 µM] | 0% | 0% | CCN(CC(=O)NC(=O)NCc1ccco1)Cc1ccccc1 |
| . | 1% | -3% | Nc1cc(=O)[nH]c(SCCSc2ccccc2F)n1 |
| 2% | 0% | . | Cc1ccc(S(=O)(=O)N2CCOCC2)cc1NC(=O)Nc1ccc([N+](=O)[O-])cc1 |
| 7% | -16% | -9% | COC(=O)/C(=C/Nc1cccc2ccccc12)[N+](=O)[O-] |
| -4% | 17% | -8% | CCCNC(=O)C1CCN(c2cc(-c3ccccc3)nc3ncnn23)CC1 |
| 2% | -6% | . | Cc1cccc2nc(C(=O)Nc3cccc(C(=O)NC4CC4)c3)cn12 |
| 7% | 8% | -15% | Cc1cnc(CN(C)C(=O)c2ccc3oc(Cc4ccc(Cl)cc4)nc3c2)[nH]1 |
| 3% | 14% | 10% | Cc1cc(C)cc(NC(=O)Nc2ccc3c(c2)CCC3)c1 |
| 2% | -6% | 6% | C=CCNC(=O)/C(=C\C=C\c1ccccc1)NC(=O)c1ccc(OCCCC)cc1 |
| 1% | 2% | -1% | CC1CC(C)CN(c2nc3c(c(=O)n(C)c(=O)n3C)n2CCSc2ncccn2)C1 (stereo not drawn) |
| 7% | ? | 22% | N#Cc1c(N)n(CCOC(=O)c2cccc([N+](=O)[O-])c2)c2nc3ccccc3nc12 |

Random draw from the library; 0.53% or so of the library scored in one or more.
